# High-throughput results as filed in PubChem.
# 14-3-3 Bad PPI – inhibitors of 14-3-3 zeta/Bad binding, primary screen, biochemical, TR-FRET, bovine 14-3-3 zeta | 14-3-3 protein zeta/delta (Bos taurus), P63103 | inhibition, % at 21.7 µM | 220,000 tested, 0.71% active | TR-FRET 14-3-3zeta/Dy647-pBad peptide displacement, 1 h;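 active means inhibition above about 70%, limit read from the data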;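 further: 0% = full 14-3-3 plus peptide FRET controls and 100% = background without 14-3-3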
# Target sequence (P63103 whole entry, looked up): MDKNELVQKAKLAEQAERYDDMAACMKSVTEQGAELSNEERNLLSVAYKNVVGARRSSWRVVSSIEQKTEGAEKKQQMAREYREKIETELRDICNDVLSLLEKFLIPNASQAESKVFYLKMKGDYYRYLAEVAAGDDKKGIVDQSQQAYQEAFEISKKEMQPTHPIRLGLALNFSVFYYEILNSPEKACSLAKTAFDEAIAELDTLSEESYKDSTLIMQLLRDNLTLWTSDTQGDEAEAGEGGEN
# TRPML3 ag – human TRPML3 channel agonists, primary screen, cell-based, HEK293 TRPML3-YFP, Fluo-8 calcium fluorescence, 3 µM | activation, % at 3 µM | 100% = the carbachol control signal | Mucolipin-3 (Homo sapiens), Q8TDD5 | 220,000 tested, 0.29% active;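 active means activation above its plate's cutoff, the mean activation of the plate's test wells plus 3 SD, cut at about 12% in these data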;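 further: 0% = DMSO only wells and 100% = carbachol wells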
# Target sequence (Q8TDD5 whole entry, looked up): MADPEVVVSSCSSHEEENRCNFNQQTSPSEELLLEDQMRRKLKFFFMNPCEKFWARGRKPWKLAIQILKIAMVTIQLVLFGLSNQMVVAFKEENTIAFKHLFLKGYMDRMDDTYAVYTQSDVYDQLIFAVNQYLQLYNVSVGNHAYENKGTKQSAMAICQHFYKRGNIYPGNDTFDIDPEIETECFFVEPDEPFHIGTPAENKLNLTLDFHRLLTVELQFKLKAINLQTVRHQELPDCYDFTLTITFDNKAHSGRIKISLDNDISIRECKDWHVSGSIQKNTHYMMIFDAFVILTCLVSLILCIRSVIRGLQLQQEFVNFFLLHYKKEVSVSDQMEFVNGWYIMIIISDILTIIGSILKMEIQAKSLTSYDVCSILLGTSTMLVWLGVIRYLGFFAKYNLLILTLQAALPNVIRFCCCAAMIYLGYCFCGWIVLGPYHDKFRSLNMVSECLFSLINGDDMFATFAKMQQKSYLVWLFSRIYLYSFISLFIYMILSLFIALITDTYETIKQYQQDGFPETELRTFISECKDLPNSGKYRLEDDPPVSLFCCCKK
#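 system = HEK293 cells stably carrying human TRPML3-YFP | doses = one concentration, 3 µM nominal, 0.3% DMSO | timing = dye loading 1 h 37 °C then 30 min ambient, 125 s read | detection = Fluo-8 calcium dye fluorescence, ex 470-495, em 515-575 nm | benchmarks = high control carbachol 87 µM, low control DMSO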
# NPY-Y1 PAM-ag – NPY-Y1 receptor potentiators or agonists, primary screen, cell-based; Neuropeptide Y receptor type 1 (Homo sapiens), P25929; NPY-Y1 expressing cells, potentiator/agonist activation; activation, % at 3.6 µM; 220,000 tested, 0.37% active; in the data active means activation above about 33%, passing the limit was not always enough;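 further: cells stimulated with NPY at EC10 then isoproterenol at EC100; 0% = low agonist plus stimulus and 100% = saturating agonist plus stimulus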
# NPY Y1 blocker – NPY-Y1 receptor antagonists, primary screen, cell-based; HEK293-CNG Y1 cells, membrane potential fluorescence; NPY at EC95, then isoproterenol; inhibition, % at 3.6 µM; AID 1040, 2008; Neuropeptide Y receptor type 1 (Homo sapiens), P25929; 200,000 tested, 1% active;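 active means inhibition above the campaign mean inhibition of all tested compounds plus 3 SD, cut at about 20% in these data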;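 further: 0% = DMSO wells given NPY plus isoproterenol and 100% = isoproterenol alone without NPY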
#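 Material: HEK293 Y1/CNG channel cell line; also added: NPY (25 nM), isoproterenol (1 µM), Ro 20-1724 (25 µM); doses: one concentration, 3.6 µM, in 0.4% DMSO; schedule: compound incubation 1 h at room temperature, readout 45 min post-stimulation; technique: membrane potential fluorescence; measure: fluorescence ratio normalized to % inhibition between controls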
# EP2 antag – human EP2 receptor antagonists, primary screen, TR-FRET cAMP, C6 glioma cells | 260,000 tested, 0.52% active | C6 glioma cells expressing human EP2; cells stimulated with saturating PGE2 | AID 1422, 2008 | inhibition, % at 25 µM;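 active means percent inhibition above 40 after rounding to a whole number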;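 further: rat C6 glioma host cells with rolipram phosphodiesterase inhibitor present; the protocol text gives 20 µM as final concentration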
# EP2 modulator – EP2 receptor modulators, cAMP readout, primary screen, cell-based, HTRF cAMP, PGE2 stimulation; 260,000 tested, 0.83% active; induction, % at 25 µM; EP2-expressing cells, cAMP HTRF FRET, PGE2 co-stimulation; Prostaglandin E2 receptor EP2 subtype (Homo sapiens), P43116; AID 940, 2007;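 active means compounds whose cAMP rise, as percent of the full-agonist control response, exceeds 60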;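 further: rat C6 glioma line stably carrying human EP2 under a CMV promoter; the protocol text gives 20 µM as final concentration; 100% = response of wells given 1 µM PGE2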
# PPC-1+TRAIL kill – compounds killing PPC-1 cancer cells with TRAIL present, primary screen, TRAIL potentiator project, ATPLite luminescence, uHTS; AID 1443, 2008; cell killing (% activity), % at 4 µM; PPC-1 cells + TRAIL, ATPLite viability luminescence; 220,000 tested, 0.41% active;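 active means cell killing above 50% in the first pass at 4 µM, then a duplicate retest at 5 µM averaging 50% or more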;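 further: plate controls were cells with TRAIL plus DMSO for no effect and medium-only wells lacking cells for full effect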
# CHOP inh – inhibitors of CHOP promoter induction, primary screen, cell-based, unfolded protein response, luciferase reporter; CHO-K1 CHOP-promoter luciferase, tunicamycin-induced, 15-18 h; inhibition, % at 10 µM; 220,000 tested, 3.8% active;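 active means compounds that reduced the stress-induced luciferase reporter signal by more than about 70% of percent inhibition, limit read from the data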;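 further: 0% = tunicamycin plus vehicle and 100% = wells without tunicamycin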
# TRPN1 ag – zebrafish TRPN1 channel agonists, primary screen, cell-based, HEK293, calcium fluorescence; HEK293 zebrafish TRPN1-YFP, Fluo-8 calcium fluorescence; 100% = response to 87 µM carbachol; activation, % at 3 µM; transient receptor potential cation channel N1 (TRPN1/NompC), Danio rerio; 220,000 tested, 0.18% active;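 active means activation above its plate's cutoff, the mean activation of test wells on that plate plus 3 SD, cut at about 19% in these data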;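 further: 0% = DMSO alone and 100% = 87 µM carbachol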
#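 Material: zebrafish TRPN1-YFP in HEK293 cells. Doses: one dose of 3 µM, 0.3% DMSO. Incubation: dye 1 h 37 °C plus 30 min RT. Measured by: intracellular calcium fluorescence with Fluo-8.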
# * = called active by the depositor; · = not tested or not shown; & = joins results of further samples; [ ] = dose if it differs, or a comment.
No.	Structure	14-3-3 Bad PPI	TRPML3 ag	NPY-Y1 PAM-ag	NPY Y1 blocker	EP2 antag
1	COc1cccc(/C=C/C(=O)OCC(=O)Nc2ccc(Cl)c(S(=O)(=O)N(C)C)c2)c1	-9	0.2	-10	4	7
2	O=C(O)CCC(=O)Nc1nc2ccccc2s1	-2	1.4	-2	2	2
3	O=C(Cn1nc(-c2cccc(Cl)c2)ccc1=O)Nc1ccc(C(=O)NC2CC2)cc1	-3	0.9	6	-7	14
4	Cc1c(/C=N/NC(=O)c2ccc(O)cc2)c2ccccn2c1C(=O)c1ccc(F)cc1	16[fluorescence artefact?]	-0.2	12	-6	9
5	CC(C)OC(=O)/C(C#N)=C\c1cccnc1	2	0.6	5	3	5
6	COc1ccc(CCN2C(=O)C(O)=C(C(=O)c3ccco3)C2c2cccs2)cc1OC (configuration not stated)	67	0.3	-27	23*	19
7	Cc1ccc(S(=O)(=O)NCC2CCCO2)cc1[N+](=O)[O-] (configuration not stated)	-18[fluorescence artefact?]	0.6	-2	6	10
8	Cc1cc(C)n(-c2ccc(Cl)c(Cl)c2)n1	-11	-0.3	-14	6	9
9	O=C(CN1CCC(c2nc3ccccc3[nH]2)CC1)NCc1ccc2c(c1)OCO2	0	-0.6	-20	0	7
10	Cn1c(N)c(C(=O)COC(=O)CCC(=O)c2cccs2)c(=O)n(C)c1=O	-5	1.2	-7	-9	13

No.	EP2 modulator	PPC-1+TRAIL kill	CHOP inh	TRPN1 ag
1	-52	6	36	-0.9
2	11	19	72*	-0.1
3	-46	31	-21	1.8
4	-58	22	23	-1.7
5	-4	9	9	1.2
6	37	23	13	0.6
7	0	18	24	1.3
8	37	11	11	0.8
9	1	16	15	0.2
10	9	-5	-25	0.6

# Following part:
No.	Structure	14-3-3 Bad PPI	TRPML3 ag	NPY-Y1 PAM-ag	NPY Y1 blocker	EP2 antag
11	CN(CCC#N)C(=O)COC(=O)c1ccc2[nH]c3c(c2c1)CCCC3	-14	1.0	0	-3	4
12	CCOc1ccc(CC(C(N)=O)C(N)=O)cc1	-6	0.0	8	-1	3
13	CCC1(CC)NC(=O)N(CC(=O)OCC(=O)Nc2sccc2C#N)C1=O	-3	1.2	-3	-6	-1
14	CC(C)Cn1cc(C(=O)NCC2CCCO2)c2c3ccccc3n(C)c2c1=O (configuration not stated)	10	-0.1	3	3	3
15	Cc1cnc(C(=O)NCc2ccc(Cl)cc2Cl)cn1	-2	0.9	-5	1	14
16	O=C(NCc1ccco1)c1sc2cc(F)ccc2c1Cl	2	-0.6	1	6	8
17	CC(=O)Nc1ccc(C2=NNC(=NCC3CCCO3)SC2)cc1 (configuration not stated)	-18	0.5	-8	6	9
18	CCOc1ccc(N2C(=O)CC(NCC3CCCO3)C2=O)cc1 (configuration not stated)	-3	0.7	-8	2	11
19	CCC(C)C(NC(=O)C(C)NC(=O)CNC(=O)CNC(=O)OCc1ccccc1)C(=O)OC (configuration not stated)	-4	0.8	-9	7	12
20	CCCN(Cc1ccccc1)S(=O)(=O)c1ccc(N2C(=O)CCC2=O)cc1	-7	-0.4	7	-2	9

No.	EP2 modulator	PPC-1+TRAIL kill	CHOP inh	TRPN1 ag
11	-39	3	3	-0.2
12	29	15	10	1.0
13	-6	24	13	2.9
14	-10	14	-25	-1.9
15	0	11	22	-0.1
16	-36	8	28	-0.4
17	16	16	-8	1.0
18	-2	11	-2	-0.3
19	34	5	-5	1.3
20	11	3	-16	0.5

# (more compounds)
No.	Structure	14-3-3 Bad PPI	TRPML3 ag	NPY-Y1 PAM-ag	NPY Y1 blocker	EP2 antag
21	COc1ccc(OCC(=O)NNC(=O)c2nn(C)c(=O)c3ccccc23)cc1	-19	0.1	-3	4	10
22	Cc1cc(C(=O)OCC(=O)NCc2cccs2)c2ccccc2n1	-10	1.6	-6	5	14
23	CCCC(=O)Nc1ccc2c(c1)nc1n2CCSC1	-8[fluorescence artefact?]	1.2	15	-11	15
24	CCOC(=O)N1CCC(N(CCN(C)C)C(=S)Nc2cccc(OC)c2)CC1	-3	0.3	-9	1	3
25	Cc1c(C(=O)N2CCOCC2)cc(C(C)(C)C)n1-c1ccccc1	-3	0.3	9	·	15
26	COc1ccc(C2CC(c3ccc(Cl)cc3Cl)n3nc(N)nc3N2)cc1 (configuration not stated)	0[fluorescence artefact?]	0.9	-6	4	5
27	CCOC(=O)C1=C(c2ccccc2)O/C(=C(/C(=O)OC)C(F)(F)F)S1	-14[fluorescence artefact?]	0.5	-9	11	29
28	O=C(NCCCN1CCOCC1)C(=O)NCCc1ccccc1	3	1.0	11	7	15&6
29	CC(C)CN(CC(C)C)C(=O)CC(=O)NC(=O)c1ccc(Cl)cc1	-5	0.7	-6	-2	-2
30	Cc1ccc(C(=O)NCc2ccco2)cc1S(=O)(=O)Nc1cccc(C)c1C	-7[fluorescence artefact?]	-1.0	-19	-1	9

No.	EP2 modulator	PPC-1+TRAIL kill	CHOP inh	TRPN1 ag
21	10	-2	15	-1.3
22	-60	9	17	2.0
23	-14	31	5	-0.1
24	15	-5	-6	1.6
25	16	27	16	-0.2
26	15	·	-9	4.7
27	24	-5	40	1.4
28	-4&7	11	-2	-0.7
29	6	14	61	0.0
30	-2	13	65	-1.9

# Shown as a hit in CHOP inh (from the list above):
no. | Structure | 14-3-3 Bad PPI | TRPML3 ag | NPY-Y1 PAM-ag | EP2 modulator | CHOP inh
2 | O=C(O)CCC(=O)Nc1nc2ccccc2s1 | -2 | 1.4 | -2 | 11 | 72*

# Following part:
No.	Structure	14-3-3 Bad PPI	TRPML3 ag	NPY-Y1 PAM-ag	NPY Y1 blocker	EP2 antag
31	Cc1cc(C)nc(-n2nc(C)cc2NC(=O)c2ccc(Br)o2)n1	·	-0.1	7	2	·
32	Cc1cc(-c2csc(N)n2)c(C)n1CCc1ccccc1	34	-0.1	12	0	1
33	CCn1c(-c2cc(-c3ccccc3OC)nc3ccccc23)n[nH]c1=S	2	0.3	-36	1	20
34	CCN(CCNCC(O)COCc1ccc(Cl)cc1)c1cccc(C)c1 (configuration not stated)	25	1.9	16	5	5
35	O=[N+]([O-])c1nn(-c2cccc(Cl)c2)n(O)c1=NCc1cccnc1	10	-0.1	-3	6	9
36	Cc1ccc(-n2nnnc2C(Cl)(Cl)c2nnnn2-c2ccc(C)cc2)cc1	16	1.7	8	-2	91*
37	Cc1ccc(C)c(NS(=O)(=O)c2ccc(OCC(=O)N3CCOCC3)cc2)c1	1[fluorescence artefact?]	0.4	2	-3	13
38	CCOC(=O)c1cc2cc(OC)ccc2[nH]1	4	1.0	7	-2	8
39	Cc1ccc(-c2n[nH]c(=S)n2/N=C/C=C\c2ccccc2[N+](=O)[O-])cc1	39[fluorescence artefact?]	-0.3	0	4	7
40	CCOC(=O)C1=NN(C(C)=O)C2(CC(=O)N(c3cccc(C)c3)C2=O)C1 (configuration not stated)	6	-0.5	7	4	6

No.	EP2 modulator	PPC-1+TRAIL kill	CHOP inh	TRPN1 ag
31	·	·	·	1.0
32	-12	8	81*	0.5
33	-9	1	-21	-2.8
34	8	1	83*	3.4
35	6	8	23	-0.4
36	-5	-1	80*	-0.4
37	8	16	-18	1.9
38	-34	12	27	2.0
39	-26	-6	91*	-1.9
40	2	14	-3	0.3

# (more compounds)
No.	Structure	14-3-3 Bad PPI	TRPML3 ag	NPY-Y1 PAM-ag	NPY Y1 blocker	EP2 antag
41	C=CCOC(=O)C1=C(C)NC(SCC(=O)Nc2nccs2)=C(C#N)C1c1ccc(Cl)cc1 (configuration not stated)	0	-0.2	-6	-1	23
42	COc1cccc(Cn2nnc(C(=O)NCc3ccc(F)cc3)c2N)c1	4	0.0	-1	3	5
43	C=CCc1c(C)nc(-c2ccccc2)nc1N/N=C/c1ccccc1	3	-0.8	-1	4	10
44	Cc1nn(C2CCS(=O)(=O)C2)c(Cl)c1/C=C/C(=O)OCC(=O)Nc1ccccc1OC(F)F (configuration not stated)	-1	2.0	-6	6	14
45	COc1cc([N+](=O)[O-])ccc1NC(=O)CSc1ccccn1	8	0.5	-5	2	3
46	CCCn1c(=N)c(C(=O)NC2CCCC2)cc2c(=O)n3cccc(C)c3nc21	3	0.3	5	1	13
47	CCCCSc1nc2sc3c(c2c(=O)[nH]1)CCC3	14	0.3	-3	5	8
48	Cn1c(C(=O)OC(C(=O)NCc2ccco2)c2ccncc2)cc2sccc21 (configuration not stated)	-7	-0.3	0	-3	14&2
49	Cc1cc(C)cc(Oc2cc(NC(=O)c3cn(C)nc3C)cc([N+](=O)[O-])c2)c1	-6	0.0	-13	2	9
50	COc1ccc(C2N(c3cccc(Cl)c3)C(=O)C3CCCN32)cc1 (configuration not stated)	1	-0.1	-3	-6	5
51	CN(C)CCN=Cc1c(O)n(Cc2ccccc2)c(=O)c2ccccc12	-6	1.1	-6	0	7
52	O=C(CN1C(=O)NC(c2ccccc2)(c2ccccc2)C1=O)c1c[nH]c2ccccc12	-5	1.8	40*	-8	4

No.	EP2 modulator	PPC-1+TRAIL kill	CHOP inh	TRPN1 ag
41	-16	-4	106*	0.5
42	-14	22	20	0.0
43	-5	14	32	-0.3
44	-20	4	-7	1.2
45	15	-7	19	-1.7
46	-17	-2	-23	0.6
47	32	-11	48	0.8
48	-81&-44	-3	3	-0.3
49	-7	-14	65	0.1
50	15	19	1	0.5
51	-33	-30	-29	-0.3
52	5	34	19	4.1

# 4 entries already listed, arranged by the number in EP2 modulator, highest first:
no. | Structure | EP2 modulator
50 | COc1ccc(C2N(c3cccc(Cl)c3)C(=O)C3CCCN32)cc1 (configuration not stated) | 15
43 | C=CCc1c(C)nc(-c2ccccc2)nc1N/N=C/c1ccccc1 | -5
41 | C=CCOC(=O)C1=C(C)NC(SCC(=O)Nc2nccs2)=C(C#N)C1c1ccc(Cl)cc1 (configuration not stated) | -16
44 | Cc1nn(C2CCS(=O)(=O)C2)c(Cl)c1/C=C/C(=O)OCC(=O)Nc1ccccc1OC(F)F (configuration not stated) | -20

# This is a subset; count on the stated rates, not on these rows.
